Screens as filed in PubChem BioAssay.
Pol beta inh = DNA polymerase beta (human) inhibition; AID 485314; 340,000 tested, 1.3% active; Pol beta primer extension/strand displacement, fluorescence kinetic; Potency, µM (doses to about 114 µM), without a hit: top-dose activity change, negative = inhibition, hits mostly inhibitors; P06746; further: potency means the concentration at half of the fitted maximal effect; on the % scale 0 is the no-effect control and ±100 the full control effect
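Reaction started by 50 nM substrate onto compound-treated Pol beta (10 nM, 15 min preincubation, room temperature); plates read at 0 min and 10 min. Normalized concentration-effect data fitted by four-parameter Hill equation.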
12-LOX inh = blocks human arachidonate 12S-lipoxygenase; P18054; purified 12hLO, xylenol orange hydroperoxide absorbance; Potency, µM (doses to about 108 µM), for inactives: at the highest dose activity change, negative = inhibition, most hits filed as inhibitors; 580,000 tested, 1.1% active; further: potency means the concentration at half of the fitted maximal effect; on the % scale 0 is the no-effect control and ±100 the full control effect
Target sequence (P18054 whole entry, looked up): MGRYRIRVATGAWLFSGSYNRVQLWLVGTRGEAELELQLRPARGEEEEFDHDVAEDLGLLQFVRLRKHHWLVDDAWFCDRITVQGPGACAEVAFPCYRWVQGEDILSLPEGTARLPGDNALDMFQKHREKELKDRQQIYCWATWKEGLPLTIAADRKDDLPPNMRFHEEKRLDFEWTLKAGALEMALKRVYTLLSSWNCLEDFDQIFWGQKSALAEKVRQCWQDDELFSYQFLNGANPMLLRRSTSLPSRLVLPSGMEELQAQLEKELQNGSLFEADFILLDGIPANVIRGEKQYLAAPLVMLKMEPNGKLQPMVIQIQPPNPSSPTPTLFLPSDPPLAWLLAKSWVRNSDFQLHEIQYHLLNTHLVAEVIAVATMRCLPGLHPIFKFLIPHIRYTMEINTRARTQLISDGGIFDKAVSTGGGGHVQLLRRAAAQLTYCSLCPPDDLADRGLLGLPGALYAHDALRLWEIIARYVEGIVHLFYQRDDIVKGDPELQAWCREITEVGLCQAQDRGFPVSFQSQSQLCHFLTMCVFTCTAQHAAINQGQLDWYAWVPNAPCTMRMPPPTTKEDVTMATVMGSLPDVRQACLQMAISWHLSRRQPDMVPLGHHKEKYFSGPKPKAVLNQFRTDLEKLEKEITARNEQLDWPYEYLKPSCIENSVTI
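Purified human 12hLO (150 nM final) in 25 mM Hepes, 0.01% Triton X-100, pH 7.0 was preincubated 15 min at room temperature with compound. Then 40 uM arachidonic acid was added, 30 min. Hydroperoxide was read by Fe-XO absorbance ratio 573/405 nm.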
APE1 inh = blocks human APE1 abasic DNA cleavage; P27695; recombinant APE1, TAMRA/BHQ-2 abasic DNA cleavage fluorescence; Potency, µM (top dose mostly 65.8 µM), inactives show top-dose activity change, negative = inhibition, usual class: inhibitors; 350,000 tested, 0.35% active; AID 2517;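 further: potency means the concentration at half of the fitted maximal effect; plate controls were vehicle for no effect and reference inhibitor for full effect; nearly all actives have a fitted effect of over 55% in size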
Target sequence (P27695 whole entry, looked up): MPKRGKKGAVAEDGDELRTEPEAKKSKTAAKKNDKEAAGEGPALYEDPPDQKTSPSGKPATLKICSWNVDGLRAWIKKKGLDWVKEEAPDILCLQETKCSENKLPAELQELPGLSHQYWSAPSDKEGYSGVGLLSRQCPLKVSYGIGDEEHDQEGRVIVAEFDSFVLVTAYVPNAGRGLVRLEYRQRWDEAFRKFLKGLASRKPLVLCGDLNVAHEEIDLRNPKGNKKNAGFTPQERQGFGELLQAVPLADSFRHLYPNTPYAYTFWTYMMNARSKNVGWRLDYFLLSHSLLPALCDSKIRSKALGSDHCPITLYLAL
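APE1 at 0.75 nM preincubated 15 min at room temperature with compound. Reaction then started with 50 nM double-stranded THF-abasic substrate labelled with TAMRA/BHQ-2, and 525/598 nm fluorescence read kinetically. Activity taken as third-minus-first read difference, normalized to DMSO and NSC13755 controls.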
RGS4 inh = blocks human RGS4-accelerated GTP hydrolysis; P49798; Transcreener GDP fluorescence polarization, RGS4-accelerated GTP hydrolysis; Potency, µM (series often up to 114 µM), inactives show at the highest dose activity change, negative = inhibition, hits mostly inhibitors; 390,000 tested, 0.039% active; AID 504845; further: potency means the concentration at half of the fitted maximal effect; on the % scale 0 is the no-effect control and ±100 the full control effect; nearly all actives have a fitted effect of over 75% in size; some results filed as inactive show a strong effect at the top dose
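MLSMR compounds (23 nl, pin-transferred) preincubated 10 min at room temperature with a 500nM (2x) first reagent, then RGS4 at 900nM (2x) plus Transcreener GDP mix added; fluorescence polarization (620/688 nm) read before and after 90 min at 30 °C.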
Pol kappa inh = inhibitors of human DNA polymerase kappa; Q9UBT6; 400,000 tested, 0.53% active; AID 588579; purified Pol kappa, fluorescent DNA synthesis assay, 10 min; Potency, µM (titrated, usually from 107 µM), for the others: at the top dose activity, negative = inhibition, actives largely listed as inhibitors; further: potency means the concentration at half of the fitted maximal effect; on the % scale 0 is the no-effect control and ±100 the full control effect
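50 nM final substrate added after 15 min RT preincubation of 10 nM Pol kappa with compound; fluorescence read at 0 and 10 min.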
ERG Ets-DNA blk = blocks human ERG Ets domain binding to DNA; AID 624246; 370,000 tested, 0.028% active; Potency, µM (highest dose often 76.9 µM), without a hit: at the highest dose FP activity, negative = inhibition, usual class: inhibitors; P11308; fluorescence polarization, His-ERG Ets domain / labelled DNA; active means well fitted inhibition curve with a large enough effect in the polarisation, with a control signal flat; inconclusive means small, poorly fitted or top-dose-only effect, or effect the other way, or a change in a side signal; inactive means no such curve, though single readings can be large or run the other way; the % refers to the polarisation;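 further: polarization taken with two DNA probes labelled with fluorescein and Texas red; potency means the concentration at half of the fitted maximal effect; % of control where 0% means no effect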
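His-tagged ERG Ets domain (1 uM in the protein solution; 300mM KCl, 50mM Tris-HCl, 1mM EDTA, 1mM DTT, pH 7.5) received compound, then a probe mix of 5 nM fluorescein-DNA and 100nM Texas-615-DNA. Fluorescence polarization was read for both dyes.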
Anesthetic bind = binds horse apoferritin like a general anesthetic; P02791; apoferritin/1-aminoanthracene competitive binding, fluorescence; Potency, µM (top dose mostly 77.5 µM), inactives show at the highest dose activity change, negative = displacement, actives largely listed as inhibitors; 350,000 tested, 0.074% active; further: potency means the concentration at half of the fitted maximal effect; on the % scale 0 is the no-effect control and ±100 the full control effect; nearly all actives have a fitted effect of over 20% in size
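In PBS, apoferritin at 10 uM is loaded with 1-AMA from a 50% saturated solution. After 10 min of compound exposure at ambient temperature, reduced 535 nm fluorescence indicates probe displacement.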
LDHA inh = inhibitors of human lactate dehydrogenase A; 480,000 tested, 0.15% active; purified LDHA, NADH/diaphorase-resazurin fluorescence; hits give low values; activity change, % (values are at about 110 or 230 µM); P00338; in the data active means activity change below about -30%; inconclusive means mostly about -25% to -30%;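 further: plate controls were DMSO wells for no effect and wells without enzyme for full effect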
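Remaining NADH was detected by diaphorase (0.133 mg/mL) converting 37 µM resazurin to fluorescent resorufin, read at 0 and 20 minutes. The preceding 5-minute room-temperature reaction used 2 nM LDHA, 0.2 mM sodium pyruvate and 0.06 mM NADH at pH 7.4.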
POLH inh = blocks human DNA polymerase eta activity. Q9Y253. Potency, µM (titrated, usually from 114 µM), for inactives: at the top dose activity change, negative = inhibition, actives largely listed as inhibitors. AID 588591. 390,000 tested, 1.2% active. recombinant Pol eta, fluorescent DNA replication assay; further: potency means the concentration at half of the fitted maximal effect; on the % scale 0 is the no-effect control and ±100 the full control effect
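Pol eta (10 nM) was preincubated with compounds for 15 min at room temperature, after which fluorescent replication substrate (50 nM final) was added to start the reaction. Fluorescence was read kinetically at 0 and 10 min.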
The depositor's hits bear a star; ? = inconclusive; . = not tested or not shown; & = joins results of further samples; [ ] = another dose, or the depositor's remark. Unless noted, the call rests on the fitted dose curve; in most records, active means well fitted curve in the direction sought with a large enough effect; inconclusive means small, poorly fitted or top-dose-only effect, or another doubt; inactive means no such curve, though single readings can be large; an effect the other way counts as inactive or inconclusive.

The opening 2 entries, ahead of the listing:
SMILES	Pol beta inh	12-LOX inh	APE1 inh	RGS4 inh	Pol kappa inh	ERG Ets-DNA blk	Anesthetic bind	LDHA inh	POLH inh
Cc1nnc(SCc2nnc(-c3ccccc3)o2)n(N)c1=O	-7%	0%	-5%	15%	-5%	2%	-12%	-5	8%
CCC(=O)Nc1nnc(-c2cccs2)s1	30%	-11%	-5%	1%	6%	6%	-7%	-3	-6%

The list itself (from the top)
SMILES	Pol beta inh	12-LOX inh	APE1 inh	RGS4 inh	Pol kappa inh	ERG Ets-DNA blk	Anesthetic bind	LDHA inh	POLH inh
Cc1nnc(SCc2nnc(-c3ccccc3)o2)n(N)c1=O	-7%	0%	-5%	15%	-5%	2%	-12%	-5	8%
CCC(=O)Nc1nnc(-c2cccs2)s1	30%	-11%	-5%	1%	6%	6%	-7%	-3	-6%
CCOc1ccc(CSC(=N)N)cc1	1%	-7%	-3%	-17%	1%	4%	-4%	-2	-16%
Cn1c(SCC(=O)NC2CCCC2)nnc1-c1ccc(S(=O)(=O)N2CCOCC2)cc1	10%	-13%	-4%	-11%	10%	6%	-4%	-8	2%
O=C1CCN(S(=O)(=O)c2cc(C(F)(F)F)ccc2Cl)CC1	.	8%	-7%	-2%	1%	-3%	.	-3	2%
CCCN=Cc1c(CCC)[nH]n(-c2nc3ccccc3s2)c1=O	35%	-5%	5%	19%	-8%	.	-17%	-5	1%
CCc1cccc(Nc2c([N+](=O)[O-])cc(C(=O)N3CC(=O)Nc4ccccc43)cc2[N+](=O)[O-])c1	1%	-16%	2%	9%	-1%	-5%	-21%	-8	-13%
Cc1ccc(N=C2NC(=O)/C(=C/c3cccnc3)S2)cc1C	?	?	-1%	-4%	-12%	10%	-2%	0	-3%
CNc1nc(N)c(C(=O)C(C)(C)C)s1	0%	-1%	-1%	-17%	-7%	.	8%	-2	-2%
COc1ccc(N(CC(=O)NCc2ccccc2)S(C)(=O)=O)cc1	20%	-18%	10%	12%	-14%	4%	-1%	-4	-9%
CCn1ccc(C(=O)Nc2ccc(N(C)C(C)=O)cc2)n1	27%	0%	-4%	16%	-2%	9%	-12%	-1	-9%
CCN(C(=O)CSc1nnc(-c2ccc(OC)cc2)n1C(C)C)C1CCS(=O)(=O)C1 (stereo not given)	.	-18%	-7%	8%	-9%	-1%	.	-5	-18%
Cc1ccc(-c2noc(CN3C(C)CCCC3C)n2)cc1 (stereo not given)	-3%	?	-2%	-7%	-17%	9%	-4%	-2	-8%
COc1ccc2c(c1)CCC1C2CCC2(C)C(O)C(=O)CC12 (stereo not given)	.	-21%	.	-4%	-3%	-14%	.	-3	-4%
N#Cc1sc2nc(N3CCCCC3)c3c(c2c1N)CCCC3	-20%	-42%	-2%	-11%	-4%	-8%	55%[activator]	0	-20%
CC(=O)N1CCc2cc(S(=O)(=O)C(C)CC(=O)Nc3ccc(Br)c(C)c3)ccc21 (stereo not given)	-3%	-10%	.	8%	-4%	2%	-11%	1	-4%
CCCCCn1c(=O)[nH]c2cc(C(=O)N3CCN(c4ccccc4)CC3)ccc2c1=O	-4%	0%	.	3%	-8%	-4%	2%	4	-12%
CCOC(=O)C(C)C(C)=O (stereo not given)	.	.	8%&1%	6%	?	-24%	.	-12	?
CCCCCNC(=O)C1CC(=O)OC12CCCCC2 (stereo not given)	29%	10%	-3%	4%	-7%	-1%	-3%	-11	-8%
O=C(OCC(=O)c1ccccc1)C1=NN(c2ccccc2)C(=O)CC1	.	?	1%	-21%	-3%	7%	.	-4	-17%
CCOC(=O)c1c(C)oc(C)c(C(=O)OCC)c1=O	15%	4%	-5%	2%	6%	4%	-9%	-3	-17%
O=C(NCC1CCCO1)c1cccc(S(=O)(=O)N(Cc2ccccc2)c2ccccc2)c1 (stereo not given)	.	?	25%	-29%	-10%	.	.	1	-14%
O=C(CNC(=O)c1ccccc1F)OCCOc1cccc(Cl)c1	.	-16%	-3%	-4%	3%	-5%	.	-4	-15%
COc1ccc(C(NC(=O)C(C)C)c2ccc3cccnc3c2O)cc1 (stereo not given)	-2%	6%	0%	10%	-17%	-2%	7%	19	2%
Cn1c(NCCN2CCCCC2)cc(=O)n(C)c1=O	7%	0%	-8%	-7%	-15%	2%	1%	-9	-12%
Continued:
SMILES	Pol beta inh	12-LOX inh	APE1 inh	RGS4 inh	Pol kappa inh	ERG Ets-DNA blk	Anesthetic bind	LDHA inh	POLH inh
CC(=O)Oc1ccc(N(C(C)=O)S(=O)(=O)c2ccc(C)c([N+](=O)[O-])c2)cc1	10%	5%	4%	-14%	-8%	-9%	4%	-5	-6%
CCOn1c(=O)c(-c2cccc(Br)c2)[n+]([O-])c2ccccc21	12%	202%[activator]	14%	-30%[56.9 µM]	4%	0%	-3%	-5	-19%
O=C(CN(Cc1cccs1)C(=O)CNS(=O)(=O)c1ccccc1)NCc1ccco1	3%	0%	-1%	-20%	2%	8%	1%	-3	-20%
Cc1ccc(S(=O)(=O)/N=C2/NC(=O)/C(=C/c3cc([N+](=O)[O-])ccc3O)S2)cc1	-4%	10µM*	59%[activator]	-5%	?	35%[activator]	-16%	-51*	28µM*
COC(=O)c1ccccc1NC(=O)CSc1nc(=O)cc(N)n1-c1ccccc1	?	?	.	-22%	-35%	0%	-6%	-11	?
O=C(NNC(=O)c1cc(-c2ccccc2)n(-c2ccccc2)n1)c1cccc([N+](=O)[O-])c1	10%	-12%	8%	2%	-10%	-2%	1%	2	-11%
Cc1ccc(N(CC(O)CN2CCCCC2)S(=O)(=O)c2ccc(C)cc2)cc1 (stereo not given)	10%	-22%	-10%	15%	-11%	-1%	1%	-7	-13%
CC1=NN(C(=O)c2ccco2)C(O)(c2ccccc2)C1 (stereo not given)	-1%	0%	5%	-14%	2%	-1%	-5%	-6	-18%
COCC(=O)Nc1nc(-c2ccccc2)c(C)s1	9%	?	-6%	-24%	-4%	-1%	-12%	3	-10%
CC1CCCCC1NC(=O)CSc1nnnn1-c1ccccc1 (stereo not given)	3%	0%	9%	-35%	-4%	-2%	7%	-6	-14%
Cc1nc2ccn(Cc3cccs3)c(=O)c2cc1C(=O)NCc1ccc(Br)cc1	-12%	?	.	-17%	-1%	8%	?	-9	-2%
CC(C)n1c(C(O)c2ccccc2)nc2ccccc21 (stereo not given)	0%	14%	0%	-28%	0%	.	-19%	-1	-2%
CCOC(=O)C1CCN(Cc2ccc(Cl)c(Cl)c2)CC1	-1%	?	-3%	-11%	0%	10%	-11%	-5	-14%
CC(=O)NS(=O)(=O)c1ccc(NC(=O)/C=C/c2cn(-c3ccccc3)nc2-c2ccccc2)cc1	?	-27%	0%	-16%	-6%	-4%	1%	-15	?
O=C(Cn1c(=O)[nH]c2ccsc2c1=O)NC1CCCCCC1	5%	0%	2%	-15%	13%	12%	?	-10	-2%
CCNC(=S)NNC(=O)c1ccccn1	27%	11%	4%	-30%	-13%	-11%	2%	9	-7%
CC(C)NC(=O)N(C)C[C@H]1Oc2ccc(NS(=O)(=O)c3ccc(Cl)cc3)cc2CC(=O)N([C@@H](C)CO)C[C@@H]1C	.	?	17%	2%	-18%	-6%	.	-3	-6%
CCOC(=O)c1c(C)[nH]c(C)c1C(=O)COC(=O)/C=C/c1ccco1	.	197%	-1%	12%	-12%	-5%[15.4 µM]	.	0	?
c1ccc2c(c1)CSc1ccccc1N2	.	0%	.	-22%	-15%	-2%	.	-4	-10%
COc1ccc(C(CC(=O)N2CCCCC2)c2c(O)cc(OC)cc2OC)cc1 (stereo not given)	-16%	-47%	-6%&-9%	16%&-7%	6%&8%	7%	-16%&-17%	1	-5%
CC(c1ccccn1)N(C)C(=O)c1ccc2nc(Cc3cccc(Cl)c3)oc2c1 (stereo not given)	-26%	-57%	24%	5%	2%	12%	?	0	-22%
COc1cc(C2CC(=O)N3CN(Cc4ccco4)CSC3=C2C#N)ccc1OCc1ccccc1 (stereo not given)	-1%	25µM*	7%	-116%	-35%	-16%	?	2	-15%
Cc1ccc(CSCc2ccc(C(=O)NCCCN3CCOCC3)o2)cc1	15%	12%	1%	13%	2%	7%	-20%	-1	-10%
CS(=O)(=O)N(CC(=O)N1CCCC1)c1ccc(Cl)cc1Cl	47%	2%	-11%	7%	5%	-2%	8%	0	-7%
COc1ccc(CCC(=O)NCC(=O)OCc2ccccc2)cc1	-1%	-4%	8%	17%	0%	12%	-1%	-4	-20%
Additional records:
SMILES	Pol beta inh	12-LOX inh	APE1 inh	RGS4 inh	Pol kappa inh	ERG Ets-DNA blk	Anesthetic bind	LDHA inh	POLH inh
O=c1[nH]c(C(F)(F)F)nc2ccccc12	1%	63%[activator]	11%	16%	-4%	-19%	-5%	-7	-4%
CCOC(=O)c1c(-c2ccc(C)cc2)cn2ccccc12	25%	31%	?	-25%	-11%	-8%	13%	-1	-5%
O=C(NCc1ccc2c(c1)OCO2)C1CC(c2ccccc2O)=NO1 (stereo not given)	1%	6%	-6%	-18%	-6%	.	?	4	4%
COc1ccc(-c2ccc(-c3noc(-c4cccs4)n3)c(OC)n2)cc1	-4%	12%	3%	-42%	-4%	-1%	-14%	-2	?
O=C(N/N=C/c1ccc(Br)s1)c1c[nH]c2ccccc12	0%	-11%	?	-10%	-14%	16%	4%	-15	-7%
O=C(CSc1nnc(Cc2ccccc2)o1)N1CCOCC1	13%	5%	1%	6%	-2%[60.1 µM]	.	-13%	0	-2%

An excerpt (hit frequency here may not be typical).
